Screening data from PubChem.
p53null 39C tox: kills p53 null cells at the nonpermissive temperature; H1299 p53-null (neo) cells, 39C, ATPlite viability, 24 h; Potency, µM (titrated, usually from 46.1 µM), for inactives: top-dose activity, negative = cell killing, hits mostly cytotoxic; 0.97% of 55,000 active;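 further: 0% = DMSO only and -100% = full killing by 100 µM tamoxifen; nearly all actives have a fitted effect of over 50% in size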
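ATP-luminescence viability readout (ATPlite, 20 min RT) after 24 hr compound treatment at 39C of H1299-neo or H1299-p53A138V cells; titration up to 46 uM; normalized to DMSO and 100 uM tamoxifen; Hill-fit AC50.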
p53null 32C kill: selectivity test: cytotoxicity in p53 null cells, permissive temperature; H1299-neo p53 null cells, ATP luminescence, 24 h, 32C; Potency, µM (titrated, usually from 46.1 µM), for inactives: at the highest dose activity change, negative = cytotoxicity, usual class: cytotoxic; 0.62% of 55,000 active;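 further: 0% = DMSO only and -100% = full killing by 100 µM tamoxifen; nearly all actives have a fitted effect of over 55% in size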
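Cells lacking p53 (H1299-neo) are plated at 600 per well and allowed to settle overnight at 37C. Test compounds (up to 46 uM) are added and held 24 hours at 32C, then ATP is quantified by luminescence.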
* = called active by the depositor; ? = inconclusive; [ ] = dose if it differs, or a comment. The call rests on the fitted dose curve; in most records, active means well fitted cell-killing curve with a large enough effect; inconclusive means small, poorly fitted or top-dose-only effect; inactive means no such curve, though single readings can be large or run the other way. Potency means the concentration at half of the fitted maximal effect. Only part of the results is shown; rates above refer to the full screens.

SMILES	p53null 39C tox	p53null 32C kill
CC1(C)CC(=O)c2sc(NC(=O)Cc3cccs3)nc2C1	23.7%	-5.1%
COc1ccccc1-c1noc(-c2cc(OC)c(OC)c(OC)c2)n1	5.9%	-4.4%
COCCCn1c(C)nnc1SCC(=O)NCc1ccco1	1.0%	-0.5%
CS(=O)(=O)N1CCN(c2ccccc2NC(=O)c2cccc3ccccc23)CC1	-27.2%	-3.6%
O=C1NC(=O)C(Nc2cccc3ccccc23)S1 (stereo unspecified)	3.0%	-2.4%
O=C(Nn1c(Cc2cccs2)nc2ccccc2c1=O)c1ccc(F)c(F)c1	8.0%	7.2%
COc1cccc(-n2c(SCC(=O)Nc3nccs3)nnc2-c2ccoc2C)c1	4.5%	-0.7%
CN(C(=O)Nc1ccccc1)C1CCS(=O)(=O)C1 (stereo unspecified)	41.4%[activator]	0.8%
CCOC(=O)c1c(C)[nH]c(C=Nc2ccc(OC)cc2)c1O	-11.3%	-8.9%
COC(=O)c1[nH]c2cc(OC)ccc2c1NC(=O)CN1CCOCC1	10.7%	15.0%

Among those listed so far, these have sulfur.
SMILES	p53null 39C tox	p53null 32C kill
CC1(C)CC(=O)c2sc(NC(=O)Cc3cccs3)nc2C1	23.7%	-5.1%
COCCCn1c(C)nnc1SCC(=O)NCc1ccco1	1.0%	-0.5%
CS(=O)(=O)N1CCN(c2ccccc2NC(=O)c2cccc3ccccc23)CC1	-27.2%	-3.6%
O=C1NC(=O)C(Nc2cccc3ccccc23)S1 (stereo unspecified)	3.0%	-2.4%
O=C(Nn1c(Cc2cccs2)nc2ccccc2c1=O)c1ccc(F)c(F)c1	8.0%	7.2%
COc1cccc(-n2c(SCC(=O)Nc3nccs3)nnc2-c2ccoc2C)c1	4.5%	-0.7%
CN(C(=O)Nc1ccccc1)C1CCS(=O)(=O)C1 (stereo unspecified)	41.4%[activator]	0.8%

Compounds shown so far containing an aryl thioether with sulfur outside any ring:
SMILES	p53null 39C tox	p53null 32C kill
COCCCn1c(C)nnc1SCC(=O)NCc1ccco1	1.0%	-0.5%
COc1cccc(-n2c(SCC(=O)Nc3nccs3)nnc2-c2ccoc2C)c1	4.5%	-0.7%

Next part:
SMILES	p53null 39C tox	p53null 32C kill
CC(C)C1OC2c3cccc4cccc(c34)C2N1c1ccccc1 (stereo unspecified)	15.9%	7.6%
COc1ccc(NC(=O)CCN2CCCCCC2)cc1	-0.5%	5.3%
CCOc1ccc(C(=O)OC2CCN(C)CC2)cc1	2.5%	9.8%
O=C(OC(C(=O)NCc1cccs1)c1ccccc1F)c1ccco1 (stereo unspecified)	-2.5%	1.1%
O=C(Cn1nnc2ccccc2c1=O)NCCc1ccc(Cl)cc1Cl	3.6%	3.3%
C=CCNc1sc(C(=O)c2cccs2)c(N)c1C#N	1.3%	-0.8%
Cc1ccc(OCCn2cc(C#N)c3ccccc32)cc1	-8.9%	1.3%
C=CCn1c(Sc2ccccc2)nc2c1c(=O)[nH]c(=O)n2C	6.1%	-1.4%
COc1cc(-c2c(C#N)c(N)nc3c2CCCC3)cc(OC)c1OC	14.1%	-1.0%
COCCn1nnnc1C(c1cc2ccc(OC)cc2[nH]c1=O)N1CCc2ccccc2C1 (stereo unspecified)	-21.1%	-7.8%
C/C(=N\NC(=O)CN1CCN(S(=O)(=O)c2ccc(C)cc2)CC1)c1cccnc1	0.1%	4.8%
O=C(Cc1ccc(-n2c(=O)c3ccccc3n(Cc3cccc([N+](=O)[O-])c3)c2=O)cc1)NCC1CCCO1 (stereo unspecified)	1.4%	6.3%
CCCC(=O)Nc1c2c(nn1-c1ccc(OC)cc1)CS(=O)C2 (stereo unspecified)	11.1%	-3.7%
NC(=O)CSCc1cccc(Br)c1	-24.0%	-14.6%
CCOC(=O)c1c(-c2ccccc2)csc1NC(=O)c1cc(S(=O)(=O)N2CCOCC2)ccc1C	6.1%	-3.8%
CS(=O)(=O)N1CCc2ccccc2C1	11.0%	2.6%
CN(C)c1ccc(C(CC(=O)c2ccccc2)C2CCCCC2=O)cc1 (stereo unspecified)	-0.9%	2.4%
CCCCn1cnc2c1c(=O)n(C)c(=O)n2C	-3.7%	5.3%
N#Cc1cc(-c2ccccc2)nc(Oc2ccccc2)n1	13.1%	-12.1%
O=C(CN(C1CCCCC1)S(=O)(=O)c1ccccc1)NCc1cccnc1	-3.8%	-9.2%

4 entries already listed, sorted by SMILES length, lowest first.
SMILES	p53null 39C tox	p53null 32C kill
NC(=O)CSCc1cccc(Br)c1	-24.0%	-14.6%
CN(C)c1ccc(C(CC(=O)c2ccccc2)C2CCCCC2=O)cc1 (stereo unspecified)	-0.9%	2.4%
O=C(CN(C1CCCCC1)S(=O)(=O)c1ccccc1)NCc1cccnc1	-3.8%	-9.2%
O=C(Cc1ccc(-n2c(=O)c3ccccc3n(Cc3cccc([N+](=O)[O-])c3)c2=O)cc1)NCC1CCCO1 (stereo unspecified)	1.4%	6.3%

Next section
SMILES	p53null 39C tox	p53null 32C kill
O=c1c2ccccc2nc(SCc2nnc(-c3ccccc3Br)o2)n1-c1ccccc1	2.8%	-10.7%
COC(=O)C1=C(C(=O)OC)C2(OC1c1ccc(Br)cc1)C(=O)c1ccccc1C2=O (stereo unspecified)	-3.0%	6.9%
CC(C)(C)CC(=O)Nc1nnc(C(F)(F)F)s1	3.6%	8.5%
CN(C)S(=O)(=O)N(CC(=O)Nc1ccccc1)c1ccccc1	5.6%	6.5%
CC1CCCC(C(=O)OCc2ccccc2)N1 (stereo unspecified)	-5.8%	-8.6%
CCOc1ccc(C(=O)Nc2c(C(N)=O)oc3ccccc23)cc1	?	-4.5%
COc1ccc(NC(=O)C(=O)NCCN2CCN(C(=O)c3cccs3)CC2)cc1	-5.5%	-4.9%
CCCC(=O)NC(C)C(c1cccs1)N1CCN(c2ccccc2)CC1 (stereo unspecified)	2.7%	0.4%
Cc1ccc(N=C2C(=S)N(c3ccc(C)cc3)C(=N)N2/N=C/c2ccc(Cl)cc2)cc1	-7.3%	-11.5%
CCOC(=O)C1(CC)NC(c2ccco2)C2C(=O)N(C)C(=O)C21 (stereo unspecified)	-3.9%	0.5%
O=C(c1ccccc1Cl)N1CCC(c2nc3c(nnn3Cc3ccco3)c(=O)[nH]2)CC1	-1.8%	-3.8%
C=CCN1C(=O)S/C(=C/c2ccsc2)C1=O	26.8%	7.7%
COc1ccc(CCNC(=O)c2cnc3scc(C)n3c2=O)cc1OC	-7.9%	0.1%
CC(=O)c1coc2ccc(OCC(=O)O)cc12	10.3%	7.2%
CCCNC(=S)N1CCC(NC(=O)C23CC4CC(CC(C4)C2)C3)CC1	1.7%	0.7%
C=CCN(CC=C)C(=O)CN1C(=O)c2ccccc2C1=O	13.8%	4.8%
CCN1N=C(c2cc(Cl)sc2Cl)CSC1=O	13.2%	6.8%
O=C(CSc1nc(-c2ccc(F)cc2)cc(C(F)(F)F)n1)NCCN1CCOCC1	-1.2%	-5.4%
CCn1c(SC(C)C)nnc1-c1cc(-c2ccccc2)sc1N	-10.5%	-2.6%
CC(C)(C)C(=O)COC(=O)c1ccc(O)cc1	0.1%	-2.5%
c1ccc(Cn2nnc3c(N4CCC5(CC4)OCCO5)ncnc32)cc1	-0.4%	-11.6%
C/C(Cn1cnc([N+](=O)[O-])n1)=N\NC(=O)c1ccccc1	3.3%	-9.6%
CCCOC(=O)Nc1cccc(C(C)=O)c1	34.7%	3.1%
CC(C)(C)n1nnnc1C(c1ccc(Cl)cc1)N(Cc1cccnc1)Cc1ccco1 (stereo unspecified)	-11.0%	14.9%
Cc1cc(C)n(CC(O)Cn2cnc3c2c(=O)n(C)c(=O)n3C)n1 (stereo unspecified)	12.7%	-17.1%
CCOc1ccc(-n2nnnc2SCC(=O)N2CCOCC2)cc1	0.3%	0.0%
Cc1c(/C=C/C(=O)c2cccs2)cnn1C	-7.1%	-19.9%
COc1ccccc1CNC(=O)COC(=O)Cc1ccc(Cl)cc1	7.7%	7.1%
Cc1ccc(S(=O)(=O)N2CCCC2C(=O)NCCc2nc3ccccc3[nH]2)cc1 (stereo unspecified)	-17.4%	-5.4%
CN(C)C(=O)c1ccc(NC(=O)c2cncc(Br)c2)cc1	-8.8%	2.3%
COCCNC(=O)C(c1cccs1)N(Cc1cccs1)C(=O)Cn1nnc2ccccc21 (stereo unspecified)	14.6%	-0.8%
COCCNC(=O)c1ccc(CS(=O)(=O)c2c(Cl)cccc2Cl)o1	4.0%	3.7%
CC(=O)Nc1nc2ccc(C(=O)NC3CCCCC3)cc2s1	5.1%	-9.2%
FC(F)(F)c1ccc(N2CCN(c3ncnc4c3nnn4Cc3ccccc3Cl)CC2)cc1	1.9%	2.6%
CCOC(=O)N1CCC(N2Cc3cccc(C(=O)NCc4ccccc4OC)c3C2=O)CC1	-13.1%	1.3%
COc1ccc(C2C(C(=O)NCCN3CCOCC3)c3ccccc3C(=O)N2C2CCCCC2)cc1 (stereo unspecified)	-10.1%	1.8%
O=C(N1CCCCC1)C12CC3CC(CC(C3)C1)C2	-3.1%	-1.9%
CCC(=O)NC(c1ccccc1OC)c1ccc2cccnc2c1O (stereo unspecified)	?	2.1%
CC1(C)COCN1S(=O)(=O)c1ccc(C(=O)Nc2nnc(-c3ccc(Cl)s3)o2)cc1	?	?
COc1ccccc1-n1c(N)c(C(=O)NCC2CCCO2)c2nc3ccccc3nc21 (stereo unspecified)	-4.6%	9.7%
O=C(Nc1nnc(C2CCCC2)s1)C1CCN(S(=O)(=O)c2ccc(Cl)cc2)CC1	11.0%	-1.2%
O=C(NCC(c1cccs1)N1CCOCC1)c1ccc(Cl)c([N+](=O)[O-])c1 (stereo unspecified)	-22.5%[1.84 µM]	-17.7%
CCOc1ccccc1C(=O)NCC(=O)OCC(=O)N1C(C)CCCC1C (stereo unspecified)	-11.8%	0.8%
CCOC(=O)CNc1c(-c2ccc(OC)cc2)nc2ccc(Cl)cn12	-17.5%	-21.4%
O=C(CC(c1ccccc1)C1CCCCC1=O)c1ccco1 (stereo unspecified)	-23.4%	1.6%
CC1=C(C(=O)OC(C)C)C2(O)C(=O)c3ccccc3C2(O)N1 (stereo unspecified)	1.8%	-7.9%
CC(C)C(=O)Nc1cccc(C(=O)NCc2ccc3c(c2)OCO3)c1	-11.5%	-0.5%
CCNc1nc(Oc2ccc(C(=O)OC)cc2)nc(N(C)C)n1	17.0%	0.4%
CCOC(=O)CSc1nnnn1-c1cccc2ccccc12	-14.1%	-8.1%
O=C(CCc1nc2ccccc2[nH]c1=O)OCC(=O)c1ccc(Cl)cc1	-4.3%	7.3%

Remaining list, next part
SMILES	p53null 39C tox	p53null 32C kill
CCSc1oc(-c2cccs2)nc1S(=O)(=O)c1ccccc1	-15.6%	-2.6%
O=C(CCCn1c(=O)[nH]c2cc(Cl)ccc2c1=O)NCC1CCCO1 (stereo unspecified)	-10.6%	-5.5%
O=C(CN1C(=O)COc2ccccc21)N1CCc2ccccc2C1	-3.7%	-7.8%
CCOC(=O)c1[nH]c(=O)c2ccccc2c1O	-7.2%	-2.5%
CCN(CC)C(=O)CSc1nc2ccccc2o1	3.2%	0.5%
Cc1nc(NC(=O)c2oc3ccccc3c2C)sc1C(=O)N(C)C	-2.8%	-18.1%
COCC(C)NC(=O)CCSc1nc(-c2ccc(OC)cc2)cc(C(F)(F)F)n1 (stereo unspecified)	-11.7%	5.3%
Cc1sc(NC(=O)C2CCCO2)c(C(N)=O)c1C (stereo unspecified)	4.5%	-7.2%
CC(NC(=O)c1ccc(F)cc1)C(c1cccs1)N1CCN(C)CC1 (stereo unspecified)	-7.5%	3.5%
O=C(NCc1ccc2c(c1)OCO2)C1CCC(CNS(=O)(=O)c2ccccc2)CC1 (stereo unspecified)	2.5%	10.4%
CC(C)CCNC(=O)C1CCCN1C(=O)NC1CCCCC1 (stereo unspecified)	9.2%	-0.9%
CCSC1=C(C#N)C(c2ccccc2OC)CC(=O)N1 (stereo unspecified)	1.9%	5.1%
CCN(CC)CCNC(CC(=O)Nc1ccc(Cl)cc1Cl)C(=O)O (stereo unspecified)	18.7%	6.5%
CS(=O)(=O)N(CC(N)=O)c1cccc(Br)c1	30.3%	7.2%
CCCCn1c(SCC(=O)N2CCC(C(=O)OCC)CC2)nc2cc(S(N)(=O)=O)ccc21	3.0%	-3.6%
CCCC1(C(=O)OCC)NC(c2ccc(OC)cc2OC)C2C(=O)N(c3ccc4c(c3)OCCO4)C(=O)C21 (stereo unspecified)	2.1%	-4.6%
Cc1cnc(NC(=O)CSc2ncn(-c3ccccc3)n2)s1	-4.8%	-0.1%
Cc1oc2ccc(O)cc2c1C(=O)OC(C)C	-5.3%	-0.8%
CC(=O)c1cccc2c(O)c(C3=Nc4ccccc4C3=O)[nH]c12	7.1%	-7.5%
Cc1cccc(C)c1-n1c(C)cc(/C=C2\NC(=O)NC2=O)c1C	-16.4%	24.2%
Cc1nn(C)c(C(=O)N2CCc3ccccc32)c1Cl	-7.1%	0.0%
COC(=O)c1nnn(-c2ccccc2)c1N	?	-7.1%
COc1cccc(C2C(C(N)=O)=C(C)Nc3nc(CCCO)nn32)c1OC (stereo unspecified)	5.9%	1.2%
O=C(Nc1nnc(-c2ccccn2)o1)c1ccc(Br)cc1	-7.6%	-1.4%
COc1cc(/C=N/NC(=O)C(C)Nc2n[nH]c(=O)[nH]c2=O)ccc1O (stereo unspecified)	-13.1%[1.84 µM]	-1.9%

2 of the compounds above, bar-delimited:
SMILES | p53null 39C tox | p53null 32C kill
O=C(NCc1ccc2c(c1)OCO2)C1CCC(CNS(=O)(=O)c2ccccc2)CC1 (stereo unspecified) | 2.5% | 10.4%
CC(C)CCNC(=O)C1CCCN1C(=O)NC1CCCCC1 (stereo unspecified) | 9.2% | -0.9%
